TCR act: activates T cell receptor signaling; 330,000 tested, under 10 active; primary human leukocytes, anti-CD3, IL-2 HTRF, 48 h; Potency, µM (doses to about 9.22 µM), inactives show at the top dose activation of IL-2 secretion, most hits filed as activators; further: % of control where 0% means no effect
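Primary human leukocytes receive a-CD3 beads and test compound and are incubated 48 hr. Secreted IL-2 is then assayed by HTRF, measuring 665nm acceptor emission after 320nm excitation of the europium donor.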
Eya2 phos inh: blocks the phosphatase activity of human Eya2; 330,000 tested, 0.006% active; recombinant Eya2, OMFP fluorescence dephosphorylation (OMFP is methylfluorescein phosphate); O00167; AID 488837; Potency, µM (highest dose often 76.9 µM), for inactives: top-dose activity, negative = inhibition, most hits filed as inhibitors; further: potency means the concentration at half of the fitted maximal effect; on the % scale 0 is the no-effect control and ±100 the full control effect
Target sequence (O00167 whole entry, looked up): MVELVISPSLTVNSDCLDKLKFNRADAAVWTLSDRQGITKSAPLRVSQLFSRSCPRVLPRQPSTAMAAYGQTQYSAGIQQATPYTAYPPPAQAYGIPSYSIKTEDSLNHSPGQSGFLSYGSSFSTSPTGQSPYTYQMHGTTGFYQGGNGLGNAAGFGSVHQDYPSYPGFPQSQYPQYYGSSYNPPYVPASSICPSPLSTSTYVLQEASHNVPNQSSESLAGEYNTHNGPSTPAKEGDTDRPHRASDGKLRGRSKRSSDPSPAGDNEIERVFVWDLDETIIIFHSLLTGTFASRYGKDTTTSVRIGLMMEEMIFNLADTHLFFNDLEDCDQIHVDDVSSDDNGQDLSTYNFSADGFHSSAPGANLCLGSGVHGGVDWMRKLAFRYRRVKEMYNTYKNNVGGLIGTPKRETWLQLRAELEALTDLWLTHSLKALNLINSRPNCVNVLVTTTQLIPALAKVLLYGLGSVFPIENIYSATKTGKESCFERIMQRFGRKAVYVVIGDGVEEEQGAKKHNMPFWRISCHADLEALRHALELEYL
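Eya2 protein (added as 0.2 uM solution) was preincubated with compound for 10 min at ambient temperature in 50 mM HEPES pH 7.5, 50 mM NaCl, 5 uM MgCl2, 0.05% BSA, 1 mM DTT. OMFP (added at 50 uM) then reacted 10 min; fluorescence read at 485/525 nm.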
KCNH2 WT inh: inhibitors of human wildtype KCNH2 potassium channel | U2OS, BacMam KCNH2, thallium flux FluxOr; active compounds read low | 340,000 tested, 0.37% active | Q12809 | activity change, % at 1.84 µM | AID 720551;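 active means maximum activity change below -70%; inconclusive means maximum activity change between -70% and -50%; inactive means maximum activity change above -50%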; further: on the % scale 0 is the no-effect control and ±100 the full control effect
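U2OS cells were transduced with wild-type KCNH2 virus (2.03 x 10^8 / mL) for 4 h at room temperature, then cultured overnight at 37 C. Thallium flux was read with FluxOr dye. Rate constants were normalized to DMSO controls.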
ELG1 DNA repair: blocks ELG1-dependent DNA repair in HEK293T cells | HEK293T ELG1-luciferase reporter, luminescence, 16 h; DNA damage induced by 5-fluorouridine | Potency, µM (series often up to 46.1 µM), inactives show at the top dose activity change, negative = inhibition, usual class: inhibitors | 330,000 tested, 2.3% active | AID 504467; further: potency means the concentration at half of the fitted maximal effect; on the % scale 0 is the no-effect control and ±100 the full control effect; nearly all actives have a fitted effect of over 55% in size
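5-Fluorouridine DNA damage + compound/DMSO, 2,000 cells/well, 16 h, 37 °C/5% CO2. ONE-Glo, 30 min RT, luminescence. Readout = decrease in reporter signal.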
TRPV1 agonist: human TRPV1 agonism. TRPV1-expressing cells, Fluo-8 calcium influx, agonist mode. activation, % at 8.33 µM. 320,000 tested, 0.19% active. AID 540275; in the data active means activation above about 80%; inconclusive means between about 30% and that limit; further: 0% is about no effect
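TRPV1-expressing cells were cultured overnight at 35.5C and loaded with Fluo-8 calcium dye for 40 to 90 min at room temperature. After a 10 s baseline, compound was added and calcium influx was read kinetically for 3 min (ex 480/em 520 nm).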
TSHR antag: blocks TSH signaling through the human TSH receptor | 330,000 tested, 0.2% active | TSHR-expressing cells, TSH-stimulated cAMP HTRF, 2 h; active compounds read low | P16473 | activity change, negative = inhibition, % at 11.5 µM;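 active means activity change below a set negative limit, meaning inhibition stronger than a set level, cut at about -70% in these data; inconclusive means activity change between two set negative limits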; further: on the % scale 0 is the no-effect control and ±100 the full control effect
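TSHR-expressing cells, 200/well, pre-treated with compound, then stimulated with EC80 TSH (4nM final) for 2 hours at 37 deg C. cAMP measured by competitive HTRF: anti-cAMP cryptate antibody in lysis buffer plus cAMP-d2, read after 30 minutes at room temperature.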
AT treatment: candidate therapy for ataxia-telangiectasia; […] A-T fibroblasts, KAP-1 phosphorylation AlphaLISA; neocarzinostatin DNA damage 30 min before lysis; Potency, µM (doses to about 57.5 µM), without a hit: at the highest dose activation, usual class: activators; 320,000 tested, 0.19% active; further: potency means the concentration at half of the fitted maximal effect; % of control where 0% means no effect; nearly all actives have a fitted effect of over 45% in size
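ATM-like activity read as KAP-1 phosphorylation via AlphaLISA donor/acceptor antibody pairs after lysis and 6 hr at 25C. Cells were ATM-null patient fibroblasts ([…], hTERT), dosed 60 min, then exposed to the DSB inducer NCS for 30 min.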
USP2a inh: blocks human ubiquitin-specific protease USP2a. 330,000 tested, 0.01% active. Potency, µM (doses to about 38.3 µM), for inactives: at the top dose activity change, negative = inhibition, hits mostly inhibitors. USP2 core, Ub-CHOP2 coupled fluorogenic reporter, 485/531;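 further: potency means the concentration at half of the fitted maximal effect; plate controls were DMSO wells for no effect and full inhibition by NEM control for full effect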
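Cell-free coupled assay: 10nM USP2 core preincubated 30min RT with compound in Tris-HCl pH 8.0/CaCl2/CHAPS buffer, then 25nM Ub-CHOP2 and 25nM reporter substrate; fluorescence (Ex 485/Em 531) read after 60min RT, normalized to NEM inhibition, concentration-response curves fitted.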
KCNH2 3.1 inh: KCNH2 3.1 (human) potassium channel inhibition; AID 720553; activity change, % (tested at about 1.8 µM); 340,000 tested, 0.95% active; U2OS KCNH2 3.1, thallium flux FluxOr; active compounds read low;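 active means maximum activity change below -70%; inconclusive means maximum activity change from -70% to -50%; inactive means maximum activity change above -50%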;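 further: thallium influx rate constant from kinetic fluorescence after stimulation buffer; on the % scale 0 is the no-effect control and ±100 the full control effect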
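Thallium flux read-out: FluxOr dye with Red40 quencher in HBSS/HEPES, 45 min at RT. Rate constants from kinetic reads were normalized to positive and negative DMSO controls. Cells: U2OS virally expressing the 3.1 isoform.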
Mito fusion act: mitochondrial division inhibition or fusion activation | Potency, µM (doses to about 46.1 µM), for the others: at the top dose growth rescue (activation), usual class: activators | AID 485298 | 320,000 tested, 0.23% active | S. cerevisiae fusion-defective mutant growth rescue, CellTiterGlo 48 h;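 further: potency means the concentration at half of the fitted maximal effect; % of control where 0% means no effect; nearly all actives have a fitted effect of over 45% in size; temperature-sensitive fusion mutants such as fzo1-1 at 37 °C on non-fermentable ethanol glycerol medium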
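Compounds are tested for their ability to restore growth of mitochondrial fusion-defective yeast strains at non-permissive 37C in YPEG medium over 48 hours. Viability is quantified by luciferase luminescence.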
* marks the source's active call; other numbers are inactive results; u = inconclusive; x = not tested or not shown; [ ] = remark or other dose. Unless noted, the call rests on the fitted dose curve; in most records, active means well fitted curve in the direction sought with a large enough effect; inconclusive means small, poorly fitted or top-dose-only effect, or another doubt; inactive means no such curve, though single readings can be large; an effect the other way counts as inactive or inconclusive.

SMILES	TCR act	Eya2 phos inh	KCNH2 WT inh	ELG1 DNA repair	TRPV1 agonist	TSHR antag	AT treatment	USP2a inh	KCNH2 3.1 inh	Mito fusion act
O=C(c1ccccc1F)N(Cc1cccs1)C1CCS(=O)(=O)C1 (configuration not stated)	8%	-10%	11	13%	-1	-6	1%	1%	0	5%
O=[N+]([O-])c1ccc(Cl)c(/C=N/N2CCN(Cc3ccc(Cl)cc3)CC2)c1	3%	19%	-15	-2%	-2	-2	6%	0%	-4	10%
CCOC(=O)N1CCC(Nc2c(N3CCN(c4cc(Cl)ccc4C)CC3)c(=O)c2=O)CC1	1%	-3%	0	u	3	-12	8%	5%	u	-2%
COc1ccc(/C=C/C(=O)NC(=S)Nc2ccc(S(=O)(=O)N=C(N)N)cc2)cc1OC	11%	1%	10	3%	1	1	19%	2%	-2	1%
COc1ccc(C)cc1Nc1nc(C)nc2c1oc1ccccc12	4%	10%	8	5.2µM*	u	-14	-6%	3%	12	-8%
COc1ccccc1-c1oc2ccccc2c1C#CC1(O)CCCCC1	-8%	0%	2	23%	x	86	10%	-9%	-1	x
CC(=O)Nc1ccc(S(=O)(=O)N2CCC(NC(=O)c3ccco3)CC2)cc1	-6%	8%	-14	-1%	1	7	2%	1%	7	-3%
COc1cccc(/C=C/C(=O)Oc2ccc(C(=O)c3ccc(F)cc3)cc2)c1	0%[46.1 µM]	8%	-9	15%	1	-8	-3%	6%	-9	0%
Cc1nnsc1C(=O)NC1CCCc2c1cnn2-c1cc(F)cc(F)c1 (configuration not stated)	3%	-2%	6	u	u	29	6%	-1%	-7	8%
COc1ccc(C(=O)N(c2ccccn2)C2CCCCC2)c(OC)c1	-3%	-2%	-3	-8%	1	-7	-2%	-1%	9	2%
CC(C)C(=O)NC(NC1CCS(=O)(=O)C1)C(Cl)(Cl)Cl (configuration not stated)	2%	12%	24	-2%	-1	-2	2%	-1%	30	2%
COc1ccc(C(CC(=O)NCc2ccccc2)Sc2n[nH]c(-c3ccc(Cl)cc3)n2)cc1 (configuration not stated)	7%[46.1 µM]	-2%	5	20%	-1	11	5%	-7%	-1	-4%
O=C(NS(=O)(=O)NC1CCCCC1)C1=C(N2CCCC2)COC1=O	-5%	1%	-11	u	x	-8	-14%	1%	-10	x
Cc1occc1C(=O)NNC(=O)Nc1ccc(Cl)c(Cl)c1	4%[46.1 µM]	-8%	-5	8%	2	15	6%	-1%	6	-1%
COc1ccc([C@H]2CC(=O)C=C(c3ccccc3C(F)(F)F)C2)cc1	1%	-12%	x	-5%	u	-20	16%	0%	x	23%
CC(C)NC(=S)Nc1ccc2[nH]c(=O)[nH]c2c1	5%	1%	3	-2%	3	0	2%	4%	1	-3%
CCCc1cc(C(=O)OC)c(NC(=O)CCC(=O)O)s1	6%	-2%	-10	8%	-1	-7	0%	4%	-1	-1%
CC(NC(=O)c1cccnc1)C(=O)O (configuration not stated)	4%	0%	x	-2%	-9	-7	3%	9%	7	4%
COc1ccc(NC(=O)c2cc3cc(OC)ccc3oc2=N)cc1	2%	-5%	-7	7%	9	5	15%	1%	12	9%
Oc1c(Cl)cc(Cl)cc1/C=N/c1nccs1	4%	3%	-1	-21%	-2	8	21%	-1%	2	-1%

Some entries already given, showing only AT treatment, KCNH2 WT inh and Mito fusion act:
| SMILES | AT treatment | KCNH2 WT inh | Mito fusion act |
| --- | --- | --- | --- |
| COc1ccc(/C=C/C(=O)NC(=S)Nc2ccc(S(=O)(=O)N=C(N)N)cc2)cc1OC | 19% | 10 | 1% |
| CCCc1cc(C(=O)OC)c(NC(=O)CCC(=O)O)s1 | 0% | -10 | -1% |
| O=C(c1ccccc1F)N(Cc1cccs1)C1CCS(=O)(=O)C1 (configuration not stated) | 1% | 11 | 5% |

Next entries.
SMILES	TCR act	Eya2 phos inh	KCNH2 WT inh	ELG1 DNA repair	TRPV1 agonist	TSHR antag	AT treatment	USP2a inh	KCNH2 3.1 inh	Mito fusion act
C=CCn1c(SCc2ccc(C#N)cc2)nnc1-c1ccccc1	1%	-13%	15	9%	0	5	-2%	1%	-4	-4%
COc1ccc(F)c(CN2CCC(n3nccc3NC(=O)CCCc3ccccc3)CC2)c1	-2%	-2%	32	-25%	8	10	1%	3%	-30	-1%
COc1ccc(Oc2c(Cl)cnn(-c3ccc(F)cc3)c2=O)cc1	-7%	17%	18	u	-2	-7	-3%	3%	x	15%
O=C(Nc1ccccc1Cl)N1C2CCC1CC(O)(c1cccnc1)C2 (configuration not stated)	4%	1%	-5	-5%	0	-4	5%	-2%	15	2%
Cc1cc(C(=O)CSc2nnnn2-c2ccccc2)c(C)n1CCc1ccccc1	-2%	-10%	-6	7%	-4	-5	13%	2%	-11	-3%
COc1ccnc(Oc2ccccc2)c1C(=O)N/C=N/OCc1ccccc1	1%	4%	15	u	9	-1	3%	1%	-22	18%
Cc1[nH][nH]c(=O)c1C(c1ccc(N(C)C)c(Br)c1)c1c(C)[nH][nH]c1=O	-4%	1%	7	-5%	0	11	4%	2%	-14	-6%
CC(C)OC(=O)Cn1nc(C(F)(F)F)c2c1CCCC2	10%	-3%	5	0%	13	-9	8%	-1%	15	-2%
COc1ccc(Cl)c(OC)c1C(=O)NC(=O)Nc1c(F)cc(F)cc1F	-5%	-4%	-6	4%	11	-14	-8%	0%	-7	3%
COc1ccccc1NC(=O)CCC(=O)Nc1cc(OC)c(NC(=O)c2cccs2)cc1OC	4%	-6%	4	u	0	-7	3%	-5%	-7	4%
CC(C(=O)N1CCOCC1)c1ccccc1 (configuration not stated)	-45%	-4%	x	0%	0	12	-3%	0%	x	-6%
O=C(Nc1ccc(Br)cc1)c1cnccn1	-7%	-8%	6	u	u	-6	2%	-1%	14	-1%
O=C(Cn1ccc2ccccc2c1=O)N1CCN(c2cccc(Cl)c2)CC1	-4%	-1%	0	-5%	x	2	8%	2%	1	-3%
N#CNC(=Nc1ccccc1)SCc1ccc(C(=O)O)cc1	-3%	-5%	4	-7%	-2	8	3%	0%	-13	-3%
Cc1ccc(C(=O)/C=C/Nc2ccc(S(=O)(=O)Nc3cc(C)nc(C)n3)cc2)cc1	-7%	1%	-16	u	-3	-4	-1%	0%	3	1%
CC(C)n1c(NCCO)nc2ccccc21	-3%	4%	3	16%	-4	1	3%	1%	-15	-1%
COc1ccccc1OCC(=O)Nc1ccc(S(=O)(=O)Nc2nc(C)cc(C)n2)cc1	0%	2%	5	1%	1	12	5%	3%	-6	-1%
O=C1NC(=S)N/C1=C/c1cc([N+](=O)[O-])ccc1O	1%	13%	-7	5%	0	-8	x	2%	-1	-1%
CCc1ccc(NC(=O)C2CC(=O)N(C(C)C)C2)cc1 (configuration not stated)	3%	8%	11	u	4	3	2%	3%	-4	-4%
Cc1cc(-c2ccccc2)nc2cc(C(=O)NCc3ccco3)nn12	1%	26%	-5	-9%	2	-7	0%	2%	-12	-1%
CCOc1cc(NS(=O)(=O)c2ccc(OC)cc2)c(OCC)cc1NC(=O)c1ccco1	5%[46.1 µM]	-6%	-1	u	-1	16	-2%	3%	-25	2%
C[C@@H]1C=C(C(=O)O)O[C@H](OCc2ccc(CO)cc2)C1	-9%	-16%	-1	15%	1	3	-10%	0%	35	-1%
N#Cc1ccc(NCC(=O)Nc2ccc3c(c2)OCCO3)cc1	-1%	-1%	-2	7%	0	10	2%	-1%	-3	-4%
C=CCN(c1cccc(C(F)(F)F)c1)S(=O)(=O)c1cccc(C(=O)OCC(=O)Nc2ccccc2)c1	1%[46.1 µM]	-2%	-7	5%	25	6	-3%	-8%	-4	-1%
CC(=O)Nc1nc(-c2ccccc2)nc(-c2ccccc2OC(C)=O)n1	1%	16%	-5	21µM*	24	8	-11%	-6%	-2	18%
CC(=O)c1cn(CCOc2cc(C)ccc2C)c2ccccc12	6%	-4%	-12	11%	2	-45	-1%	-1%	-8	8%
COc1ccc(Nc2nc(N)nc(CSc3nccn3C)n2)cc1	-2%	3%	x	u	-3	35	21%[11.5 µM]	0%	1	10%
O=C(Nc1nnc(CCc2ccccc2)s1)c1ccc(F)cc1	4%	16%	-5	10%	2	-5	3%	2%	9	1%
Cn1ncc(Cl)c1C(=O)N1CCN(S(=O)(=O)c2ccc(Cl)s2)CC1	1%	9%	11	-6%	2	-11	1%	-1%	11	1%
Cc1nnc2c3ccccc3c(-c3ccc(O)cc3)nn12	1%	-1%	-12	u	-2	-10	7%	3%	2	0%
COc1ccc2c(c1)c(C(=O)N/N=C/c1ccc(Br)cc1)c(C)n2C	-1%	15%	-2	u	3	-8	-18%	-5%	11	-3%
Cn1c(=O)c(=O)n(C)c2cc(S(=O)(=O)N3CCCCCC3)ccc21	-2%	1%	27	6%	1	4	-4%	2%	21	1%
COc1ccc2nc(N3C(=O)CC(Cc4ccc(C)cc4)C3=O)sc2c1 (configuration not stated)	1%[46.1 µM]	-11%	-3	-8%	0	-11	9%	5%	-5	-4%

Not all compounds are listed. The share of hits here may be higher or lower than overall.
